KB-3-1 cytotox: kills parental KB-3-1 adenocarcinoma cells; KB-3-1 viability, CellTiter-Glo ATP luminescence, 72 h; Potency, µM (series often up to 46.1 µM), inactives show top-dose activity change, negative = cytotoxic, actives largely listed as cytotoxic; hit rate 1.4% among 400,000; further: potency means the concentration at half of the fitted maximal effect; on the % scale 0 is the no-effect control and ±100 the full control effect; nearly all actives have a fitted effect of over 60% in size
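Cells are dispensed, compounds pinned in, plates held at 37 °C for 72 h, then CellTiter-Glo is added and luminescence read after 10 minutes. Cell line: parental KB-3-1 in phenol-red-free DMEM, 10% FBS.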
SW480 rerep: inducers of DNA re-replication in SW480 colon cancer cells. SW480 DNA re-replication, Hoechst DNA content imaging, 48 h. Potency, µM (titrated, usually from 46.1 µM), for the others: top-dose re-replication activation, hits mostly activators. hit rate 1.8% among 340,000; further: potency means the concentration at half of the fitted maximal effect; % of control where 0% means no effect; nearly all actives have a fitted effect of over 55% in size
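DNA re-replication was detected as more nuclei of elevated Hoechst intensity after 48 hr exposure to compound (23 nL pinned per well of 250 cells).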
HT1080NT lethal: kills 2HG-producing HT-1080-NT fibrosarcoma cells; HT-1080-NT fibrosarcoma viability, CellTiter-Glo ATP luminescence, 48 h; Potency, µM (highest dose often 46.1 µM), without a hit: top-dose activity, negative = less viability, hits mostly cytotoxic; hit rate 1.6% among 360,000;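 further: NT is the 2HG producing partner of a matched IDH1 knockdown line; potency means the concentration at half of the fitted maximal effect; 0% = DMSO-treated cells and -100% = media-only wells without cells; nearly all actives have a fitted effect of over 55% in size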
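750 cells/well, RPMI + 5% FBS; 2 h settle, compound pin-transfer, 48 h at 37 degrees C. CellTiter-Glo 10 min RT, luminescence. Normalized to DMSO and media-only wells.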
IL-1B inflam inh: blocks inflammasome-driven IL-1 beta release; THP-1 LPS/ATP IL-1B secretion, AlphaLISA, 16 h; stronger effect = lower value; activity change, % at 57.5 µM; hit rate 4.7% among 360,000; AID 743279; in the data active means activity change below about -50%; inconclusive means mostly about -30% to -49%; further: on the % scale 0 is the no-effect control and ±100 the full control effect
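THP-1 cells pretreated 1 hr with compounds (up to 57.5 uM final), then stimulated with LPS (250 ng/mL final) plus ATP (1.25 mM final); secreted IL-1B measured by AlphaLISA after 16 hr, decreased signal indicating inhibition.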
ATXN viability: cell viability loss in ATXN counter-screen. S2 cells (HEK-293 line with an ATXN2-luciferase reporter) viability, CellTiter-Fluor protease fluorescence, 24 h. hit rate 0.49% among 400,000. Potency, µM (top dose mostly 56.7 µM), usual class: cytotoxic; further: potency means the concentration at half of the fitted maximal effect; nearly all actives have a fitted effect of over 40% in size
HT1080 IDH1KD tx: kills HT-1080 cells with IDH1 knockdown; AID 686971; Potency, µM (series often up to 46.1 µM), for the others: top-dose activity, negative = toxicity, usual class: cytotoxic; HT-1080 IDH1 knockdown viability, ATP luminescence, 48 h; hit rate 2% among 360,000;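 further: potency means the concentration at half of the fitted maximal effect; 0% = DMSO wells and -100% = cell-free medium wells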
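Luminescent ATP read-out (CellTiter-Glo, 10 min at room temperature) after 48 h compound exposure at 37 °C gave viability of IDH1-knockdown HT-1080 cells. Activity was normalised to DMSO and cell-free wells, then fitted as concentration-response curves.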
MCF10A rereplic: inducers of DNA re-replication in MCF 10A breast cells; AID 624296; hit rate 2.9% among 350,000; MCF 10A DNA re-replication, Hoechst nuclear intensity, 48 h; Potency, µM (doses to about 46.1 µM), for inactives: top-dose activity, positive = re-replication, usual class: activators; further: potency means the concentration at half of the fitted maximal effect; % of control where 0% means no effect; nearly all actives have a fitted effect of over 50% in size
KB-V1 cytotox: KB-V1 MDR subline cytotoxicity | AID 1347076 | Potency, µM (highest dose often 46.1 µM), for the others: at the highest dose activity change, negative = cytotoxicity, usual class: cytotoxic | KB-V1 MDR cells viability, CellTiter-Glo, 72 h | hit rate 3.4% among 400,000; further: potency means the concentration at half of the fitted maximal effect; on the % scale 0 is the no-effect control and ±100 the full control effect; nearly all actives have a fitted effect of over 60% in size
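Compound-treated KB-V1 multidrug-resistant cells, 72 h, 37 degrees C; viability by CellTiter-Glo. Fitted qHTS curves give the values.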
ATXN2 expr inh: inhibitors of ATXN2 expression; HEK-293 ATXN2-luciferase reporter, luminescence, 24 h; Potency, µM (highest dose often 57 µM), without a hit: at the top dose activity change, negative = inhibition, most hits filed as inhibitors; hit rate 0.72% among 360,000; AID 1745845; further: potency means the concentration at half of the fitted maximal effect; on the % scale 0 is the no-effect control and ±100 the full control effect; nearly all actives have a fitted effect of over 55% in size
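qHTS (up to 57 uM final) was run with 24 h compound exposure of reporter cells at 37 °C. Each well was multiplexed: SteadyGlo luminescence measured ATXN2-luciferase expression after a fluorogenic Gly-Phe-AFC viability readout (25 uM final).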
* = called active by the depositor; i = inactive; u = inconclusive; x = not tested or not shown; [ ] = dose if it differs, or a comment. Unless noted, the call rests on the fitted dose curve; in most records, active means well fitted curve in the direction sought with a large enough effect; inconclusive means small, poorly fitted or top-dose-only effect, or another doubt; inactive means no such curve, though single readings can be large; an effect the other way counts as inactive or inconclusive.

Below each compound – KB-3-1 cytotox | SW480 rerep | HT1080NT lethal | IL-1B inflam inh | ATXN viability | HT1080 IDH1KD tx | MCF10A rereplic | KB-V1 cytotox | ATXN2 expr inh
CC(SC#N)C(=O)C12CC3CC(CC(C3)C1)C2 (stereo not drawn)
→ 21µM* | u | u | -96* | i | 16µM* | 18µM* | -7% | -33%
COCCn1nnnc1C(c1cccc(C#N)c1)N1CCCCCC1 (stereo not drawn)
→ 4% | -10% | 9% | 3 | i | 0% | 0% | -9% | 4%
COc1ccc(-n2c(Cc3cc(=O)[nH]c(=O)[nH]3)nnc2SCC(=O)N2CCCC2)cc1
→ 21% | -5% | 12% | 29 | i | 8% | 1% | 8% | 7%
COc1ccc(CNC(=O)C2CCN(S(=O)(=O)N3CCCC3)CC2)cc1
→ 17% | 1% | 27% | 11 | i | 24% | 1% | 23% | 7%
O=C(CNC(=O)c1ccc(-c2ccccc2)cc1)OCc1c(Cl)cccc1Cl
→ 12% | -39%[inhibitor] | -23% | 5 | u | u | u | u | -32%
CCOC(=O)C1=C(CN2CCN(C(=O)c3ccco3)CC2)NC(=O)NC1c1ccc(F)cc1 (stereo not drawn)
→ -16% | 5% | 1% | 6 | i | -1% | 15% | -26% | -12%
O=C(O)c1ccc(S(=O)(=O)c2ccccc2C(=O)O)c([N+](=O)[O-])c1
→ 17% | -5% | 22% | -3 | i | 24% | u | 0% | -15%
CC(C)S(=O)(=O)c1csc(NC(=O)Nc2cc(Cl)ccc2Cl)c1Cl
→ u | -9% | 2% | -101* | u | 0% | u | u | -23%
CC1=C(C(=O)N(C)C)CC(CC(=O)NCC2CCCCC2)C(=O)N1Cc1ccc(C(C)(C)C)cc1 (stereo not drawn)
→ 0% | x | -17% | -22 | u | -9% | x | -19% | u
COc1ccc(CCNC(=O)C(=O)c2cn(CC(=O)N3CCOCC3)c3ccccc23)cc1
→ 12% | 2% | 3% | -9 | i | 4% | 2% | -22% | 27%
Cc1cc(C)n2c(Nc3ccccc3C)c(-c3cccs3)nc2n1
→ -8% | x | x | x | i | x | x | 0% | 10%
COc1ccccc1N1CCN(CC(=O)c2c(C)[nH]c3cc(C)ccc23)CC1
→ -6% | -1% | -6% | -9 | i | -10% | 2% | u | -15%
Cc1ccc(S(=O)(=O)Nc2ccccc2-c2ccccc2NS(=O)(=O)c2ccc(C)cc2)cc1
→ u | -3% | u | 7 | i | u | u | u | 0%
CCN(C(=O)CSc1nc2ccc(C)cc2[nH]1)C1CCS(=O)(=O)C1 (stereo not drawn)
→ 1% | 6% | 0% | 0 | i | -1% | 5% | 0% | 4%
COC(=O)CCCCCN1C(=O)NC(c2ccccc2)C(C(=O)OCc2ccccc2)=C1C (stereo not drawn)
→ -2% | 3% | -19% | 50 | i | -3% | u | -13% | -29%
COc1ccc(S(=O)(=O)N(CC(=O)NC2CC2)C2CCCCC2)cc1Cl
→ -1% | -3% | -6% | -18 | i | -5% | -6% | u | -12%
CCOC(=O)C1=C(COC(=O)/C=C/c2cccc(OC)c2OC)NC(=O)NC1C (stereo not drawn)
→ -5% | -6% | 8% | 9 | i | 21% | -1% | -12% | 22%
O=c1oc(Cc2ccccc2)nc2ccccc12
→ -2% | -47%[inhibitor] | 5% | -7 | i | -11% | 1% | 10% | x
CC(CN1C(C)CCCC1C)OC(=O)c1ccc(Cl)cc1 (stereo not drawn)
→ -4% | -36%[inhibitor] | -5% | u | u | 0% | -9% | -19% | -23%
CCOc1ccc(S(=O)(=O)Nc2ccc(C(=O)NCCCN3CCCC3=O)cc2)cc1
→ 9% | -11% | 1% | 5 | i | 8% | 8% | 28% | 5%

One compound at a time, as listed above. Values in the order: KB-3-1 cytotox	SW480 rerep	HT1080NT lethal	IL-1B inflam inh	ATXN viability	HT1080 IDH1KD tx	MCF10A rereplic	KB-V1 cytotox	ATXN2 expr inh
Profile of O=c1oc(Cc2ccccc2)nc2ccccc12 = -2%	-47%[inhibitor]	5%	-7	i	-11%	1%	10%	x
Profile of COc1ccccc1N1CCN(CC(=O)c2c(C)[nH]c3cc(C)ccc23)CC1 = -6%	-1%	-6%	-9	i	-10%	2%	u	-15%

Next part:
Below each compound – KB-3-1 cytotox | SW480 rerep | HT1080NT lethal | IL-1B inflam inh | ATXN viability | HT1080 IDH1KD tx | MCF10A rereplic | KB-V1 cytotox | ATXN2 expr inh
CCN(c1nc(C)cc(OC)n1)S(=O)(=O)c1ccccc1
→ -3% | -1% | 0% | -20 | i | 2% | -1% | -1% | 8%
O=C(Nc1nc2ccccc2[nH]1)C1CCCO1 (stereo not drawn)
→ -4% | 0% | -7% | -6 | i | 3%[9.24 µM] | u | 12% | 25%
CCc1nnc(NC(=O)c2ccc(S(=O)(=O)N3CCc4ccccc4C3)cc2)s1
→ 1% | 0% | 15% | 14 | i | 16% | 1% | 4% | 2%
CN(Cc1ccccc1)C(=O)[C@@H]1CCCN1C(=O)[C@@H]1CCCN1C(=O)c1c(F)cccc1F
→ 24% | x | 25% | 33 | i | 3% | x | 13% | 8%
CC(C)(C)NC(=O)C(c1ccc(C#N)cc1)n1c(=O)c(-c2ccco2)nc2ccccc21 (stereo not drawn)
→ 23% | x | -1% | -18 | x | -5% | x | -17% | x
O=C(O)c1ccc(/C=C2\COc3ccccc3C2=O)cc1
→ -20% | 2% | u | -105* | i | u | u | -15% | -34%
CC(=O)c1ccc(-n2c(CCC(=O)O)ccc2-c2ccc(Br)cc2)cc1
→ 9% | 4% | 3% | 17 | i | -1% | -3% | 0% | -26%
COc1cccc(NC(=O)CSc2nc3n[nH]c(C)c3c(=N)n2-c2cccc(OC)c2)c1
→ 15% | 3% | u | -51* | i | -10%[9.24 µM] | 13% | -12% | 3%
O=C(Nc1ccc2c(c1)OCCO2)c1ccncc1
→ 30% | 0% | 4% | 23 | i | -2% | -5% | 5% | 8%
CC(C)CN1C(=O)/C(=C/c2ccco2)NC1=S
→ 1% | -696%[inhibitor] | 19% | -7 | i | 2% | 3% | -11% | 12%
CCC(=O)N1CCN(c2cc(N3CCCC3)c(F)cc2[N+](=O)[O-])CC1
→ 14% | u | -2% | u | i | u | 12% | u | x
COCCCNC(=O)CN1CCN(Cc2ccc(Cl)cc2)C1=O
→ -7% | -7% | 0% | 0 | i | 7% | 10% | -16% | 0%
CC1CCCC(C)N1CC(O)COCc1ccccc1F (stereo not drawn)
→ -7% | -6% | -2% | -1 | i | -2% | u | -18% | 1%
C=CCN(c1ccccc1OC)S(=O)(=O)c1cccc(C(=O)Nc2nnc(C3CC3)s2)c1
→ x | -1% | 0% | 2 | u | -16% | u | x | 9%
COc1ccc(CCNC(=O)c2ccc3c(c2)OCCO3)cc1
→ 10% | -11% | 14% | -16 | u | -2% | -3% | 10% | -4%
CCCNc1c(N)n(-c2ccccc2)c(=O)[nH]c1=O
→ 3% | -9% | 11% | 0 | i | 1% | 6% | -20% | 9%
O=C(CCc1nc2ccccc2c(=O)[nH]1)NNC(=O)COc1ccc(Br)cc1
→ 8% | 3% | -1% | 15 | i | 0% | 7% | 0% | 7%
COc1cc(NC(=O)CN2CCCCC2C)c(C)cc1[N+](=O)[O-] (stereo not drawn)
→ 18% | -1% | -8% | 0 | i | 7% | u | 0% | 10%
CC(C)CCn1c(=O)c2cccnc2n(CC(=O)Nc2ccccc2)c1=O
→ -2% | x | x | x | i | x | x | -11% | -4%
O=C(CN(C(=O)CCC(=O)Nc1nccs1)c1ccc(F)cc1)NCc1ccco1
→ 19% | -5% | 6% | -1 | i | 12% | -11% | u | -4%
CC(C)c1ccc(NS(=O)(=O)c2cn(C)c(=O)n(C)c2=O)cc1
→ 0% | -7% | 6% | 5 | i | -3% | 8% | 0% | 4%
CCOc1ccc(CCNC(=O)COC(=O)CNS(=O)(=O)c2ccc(C)cc2)cc1OCC
→ 7% | -3% | 5% | 5 | i | 1% | 0% | 7% | 0%
O=c1cc(N2CCCCC2)c(-c2ccccc2)nn1Cc1ccc(Cl)cc1Cl
→ -7% | 18% | u | -2 | i | u | 15µM* | -30% | -9%
CCOc1ccc(C(=O)O/N=C(\N)c2ccc([N+](=O)[O-])cc2)cc1OCC
→ 6% | -12% | 3% | 0 | i | 4% | 4% | -9% | 9%

Reformatted bar-delimited: entries from further up
Compound | KB-3-1 cytotox | SW480 rerep | HT1080NT lethal | IL-1B inflam inh | ATXN viability | HT1080 IDH1KD tx | MCF10A rereplic | KB-V1 cytotox | ATXN2 expr inh
CC(C)c1ccc(NS(=O)(=O)c2cn(C)c(=O)n(C)c2=O)cc1 | 0% | -7% | 6% | 5 | i | -3% | 8% | 0% | 4%
CCOc1ccc(CCNC(=O)COC(=O)CNS(=O)(=O)c2ccc(C)cc2)cc1OCC | 7% | -3% | 5% | 5 | i | 1% | 0% | 7% | 0%
O=c1cc(N2CCCCC2)c(-c2ccccc2)nn1Cc1ccc(Cl)cc1Cl | -7% | 18% | u | -2 | i | u | 15µM* | -30% | -9%
CCOc1ccc(C(=O)O/N=C(\N)c2ccc([N+](=O)[O-])cc2)cc1OCC | 6% | -12% | 3% | 0 | i | 4% | 4% | -9% | 9%

Random draw from the library; overall some 11% were active at least once.
